# Source: PubChem BioAssay (several laboratories)
# TbHK1 inh – T. brucei hexokinase 1 inhibition; recombinant TbHK1, G6PDH-coupled NADH A340; inhibition, % at 10 µM; 220,000 compounds, 0.11% hits; AID 1430;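 active = inhibition of 50% or more in the single-dose primary screen; inactive = inhibition below 50%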
# m-calpain inh – inhibitors of pig calpain II | purified calpain II, fluorogenic peptide substrate, 30 min | inhibition, % at 16 µM | 220,000 compounds, 0.37% hits | AID 1236;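 active = inhibition above about 50%, limit read from the data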
# Hck-Nef inh – inhibitors of human Hck kinase activated by Nef; Recombinant Hck-YEEI plus Nef, Z-Lyte FRET kinase assay; inhibition, % at 20 µM; 220,000 compounds, 0.68% hits;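 active = Hck-Nef kinase inhibition above about 50%, limit read from the data; inactive = inhibition below that limit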;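 note: 0% = DMSO with Hck plus Nef and 100% = Hck alone without Nef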
# L929 necroptosis – blocks zVAD induced death of L929 cells | AID 1377 | viability rescue, % at 10 µM | 220,000 compounds, 0.38% hits | L929 zVAD necroptosis rescue, ATP luminescence, 24 h; with zVAD 60 µM;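 active = activation, scaled between plate controls, above about 75%, limit read from the data; inactive = activation under that limit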;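 note: 0% = zVAD with DMSO and 100% = DMSO alone without zVAD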
# Rad51 HR inh – Rad51 (human) homologous recombination inhibition | hRad51 DNA strand exchange, fluorescence dequenching | AID 1385 | Q06609 | 200,000 compounds, 0.085% hits | inhibition, % at 10 µM;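 active = inhibition above 40% at the single screening dose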;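 note: 0% = DMSO control wells and 100% = blanks with heterologous ssDNA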
# Target sequence (Q06609 whole entry, looked up): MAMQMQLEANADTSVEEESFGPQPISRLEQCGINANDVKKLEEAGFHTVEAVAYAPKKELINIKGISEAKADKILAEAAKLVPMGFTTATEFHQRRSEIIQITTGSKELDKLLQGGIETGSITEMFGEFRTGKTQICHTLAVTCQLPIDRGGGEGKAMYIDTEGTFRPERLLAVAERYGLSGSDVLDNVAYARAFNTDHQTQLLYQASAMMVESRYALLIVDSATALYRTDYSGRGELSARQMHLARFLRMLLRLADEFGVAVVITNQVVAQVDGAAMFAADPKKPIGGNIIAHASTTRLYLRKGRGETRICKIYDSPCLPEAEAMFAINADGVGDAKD
#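 Test system – preformed human Rad51 ssDNA filaments · Reagent – Donor/quencher-labelled 47-bp dsDNA substrate · Incubation – 37 °C 15-min filament assembly, 30-min compound preincubation, 15-min exchange · Signal – FRET fluorescence dequenching, excitation 485 nm, emission 520 nm · Read-out – percent inhibition from fluorescence, normalised to plate control and blank means · Benchmarks – plate control and blank wells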
# eIF4E 4G PPI – eIF4E/eIF4G interaction inhibition in translation initiation; P63073+Q04637; TR-FRET eIF4E-eIF4GI(517-606) binding, 2 h; inhibition, % at 21.7 µM; 220,000 compounds, 0.37% hits;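 active = inhibition above about 30%, limit read from the data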;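 note: 0% = full FRET control wells and 100% = background wells lacking eIF4GI fragment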
# EP2 modulator – modulates human prostaglandin E2 receptor EP2 signaling. 260,000 compounds, 0.83% hits. induction, % at 25 µM. EP2-expressing cells, cAMP HTRF FRET, PGE2 co-stimulation. AID 940;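 active = compounds whose cAMP rise, as percent of the full-agonist control response, exceeds 60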;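 note: rat C6 glioma line stably carrying human EP2 under a CMV promoter; the protocol text gives 20 µM as final concentration; 100% = response of wells given 1 µM PGE2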
# Target sequence (P43116 whole entry, looked up): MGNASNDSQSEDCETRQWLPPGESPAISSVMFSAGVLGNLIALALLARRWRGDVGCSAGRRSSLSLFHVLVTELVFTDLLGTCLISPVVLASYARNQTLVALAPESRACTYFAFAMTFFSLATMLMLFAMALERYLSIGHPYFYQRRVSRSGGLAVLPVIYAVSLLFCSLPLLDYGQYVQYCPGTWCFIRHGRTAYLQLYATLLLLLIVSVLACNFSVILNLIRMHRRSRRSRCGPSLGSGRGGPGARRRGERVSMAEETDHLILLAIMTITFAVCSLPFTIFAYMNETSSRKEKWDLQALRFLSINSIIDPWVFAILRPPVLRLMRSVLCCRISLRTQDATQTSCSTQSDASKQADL
# 14-3-3 Bad inh – disrupts binding of bovine 14-3-3 zeta to phospho-Bad peptide; P63103; TR-FRET 14-3-3zeta/Dy647-pBad peptide displacement, 1 h; inhibition, % at 21.7 µM; 220,000 compounds, 0.71% hits; AID 781;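 active = inhibition above about 70%, limit read from the data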;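 note: 0% = full 14-3-3 plus peptide FRET controls and 100% = background without 14-3-3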
# Target sequence (P63103 whole entry, looked up): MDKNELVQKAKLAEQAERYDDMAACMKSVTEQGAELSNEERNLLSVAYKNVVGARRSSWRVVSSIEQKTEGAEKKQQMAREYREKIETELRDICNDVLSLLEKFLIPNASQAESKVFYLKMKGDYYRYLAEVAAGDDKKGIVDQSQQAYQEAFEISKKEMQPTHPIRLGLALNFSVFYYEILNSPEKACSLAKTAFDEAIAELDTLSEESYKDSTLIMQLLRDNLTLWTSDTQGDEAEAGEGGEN
# PGE2 EP2 inh – blocks the human prostaglandin E2 receptor EP2; C6 glioma cells expressing human EP2, cAMP TR-FRET; cells stimulated with saturating PGE2; inhibition, % at 25 µM; 260,000 compounds, 0.52% hits;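 active = percent inhibition above 40 after rounding to a whole number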;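 note: rat C6 glioma host cells with rolipram phosphodiesterase inhibitor present; the protocol text gives 20 µM as final concentration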
# * marks the source's active call; other numbers are inactive results; i = inactive; nt = no result given; [ ] = dose if it differs, or a comment. These rows are one share of the data; the hit share may differ from the screen's.
# The opening 3 compounds, ahead of the listing:
SMILES,TbHK1 inh,m-calpain inh,Hck-Nef inh,L929 necroptosis,Rad51 HR inh,eIF4E 4G PPI,EP2 modulator,14-3-3 Bad inh,PGE2 EP2 inh
CCCCc1nnc(NC(=O)COC)s1,-3,-11,-1,2.8,8,-6,18,-3,10
O=C(CN1CCN(Cc2ccccc2F)C1=O)NCCc1ccc(Cl)cc1,3,-9,5,0.3,-4,1,8,8[fluorescence artefact?],5
Cn1c(=O)[nH]c(=O)c2c1nc(NCc1ccco1)n2Cc1ccccc1Cl,2,-14,19,-0.4,-94,0,4,-4,4

# The list itself (from the top)
SMILES,TbHK1 inh,m-calpain inh,Hck-Nef inh,L929 necroptosis,Rad51 HR inh,eIF4E 4G PPI,EP2 modulator,14-3-3 Bad inh,PGE2 EP2 inh
CCCCc1nnc(NC(=O)COC)s1,-3,-11,-1,2.8,8,-6,18,-3,10
O=C(CN1CCN(Cc2ccccc2F)C1=O)NCCc1ccc(Cl)cc1,3,-9,5,0.3,-4,1,8,8[fluorescence artefact?],5
Cn1c(=O)[nH]c(=O)c2c1nc(NCc1ccco1)n2Cc1ccccc1Cl,2,-14,19,-0.4,-94,0,4,-4,4
O=C1CS/C(=N/N=C/c2ccccc2)N1Cc1ccco1,-4,17,14,0.4,17,-4,0,-5,12
Nc1ccc2oc(-c3ccccc3Cl)nc2c1,-15,-14,1,2.6,3,3,13,-9[fluorescence artefact?],10
COc1ccc(-n2c(C)cc(C(=O)COc3ccc(-n4cnnn4)cc3)c2C)cc1,-6,-8,4,0.5,-8,5,35,12,14
Cc1ccc(NC(=O)CN2C(=O)NC3(CCCc4ccccc43)C2=O)cc1S(=O)(=O)N1CCOCC1 (stereo not given),0,-14,5,-1.6,-20,1,-35,-9,9
Cc1ccc(S(=O)(=O)NNC(=S)Nc2ccccc2)cc1,2,0,6,0.1,0,5[fluorescence artefact?],21,6[fluorescence artefact?],-4
COc1ccc(N=Nc2nc3cc(Br)c(Br)cc3n2C)c(OC)c1,50,-40,2,0.8,-297,-1[fluorescence artefact?],9,45,5
O=[N+]([O-])c1ccc(-c2ccc(/C=N/c3c(-c4ccco4)nc4ccccn34)o2)cc1,-9,-49,5,0.0,nt,0,13,34[fluorescence artefact?],nt
O=C(Nc1ccc([N+](=O)[O-])cn1)C1CC2CCC1C2 (stereo not given),-6,-1,3,0.8,7,4,45,1,9
O=C1c2ccccc2C(=O)N1CCCCSc1nnc(-c2ccc(OC(F)F)cc2)o1,8,12,-1,-0.1,0,nt,2,nt,3
Clc1ccc(CN(Cc2ccccc2)C(c2cccs2)c2nnnn2C2CCCC2)cc1 (stereo not given),2,10,0,0.8,4,-4,4,-8,12
CCN(Cc1ccncc1)Cc1c(O)ccc2ccccc12,2,-35,28,1.1,-6,4,-46,3,8
Clc1ccccc1Cc1noc(CN2CCSCC2)n1,2,-28,14,-0.7,-3,-2,21,-8,9
CO/N=C/NC(=O)NOCc1ncc(C(F)(F)F)cc1Cl,-4,-22,8,-1.4,2,5,28,0[fluorescence artefact?],-6
O=C(/C=C/c1ccc(Cl)cc1)NCCN1CCOCC1,2,11,1,-0.3,3,1,8,17,15
COc1ccc(C(=O)NCc2nnc(SCC(=O)NO)n2Cc2ccccc2)cc1,3,4,-12,0.8,12,-7,6,-7,11
CCc1cc(C(=O)c2ccc(OC)cc2)c(NC(=O)CN2CCCCC2)s1,-6,-13,3,3.4,15,2,14,-1,5
O=C1/C(=C/c2ccccc2)CSc2sccc21,-13,-15,-1,-0.1,10,-2,38,-5,7
Cc1ccc(NC(=O)CSc2nnc(-c3n[nH]c4ccccc34)n2-c2ccccc2)c(C)c1,2,25,0,0.2,-7,0,-6,2,-1
O=c1cc(N2CCC3(CC2)OCCO3)[nH]c(=O)n1-c1ccc(Cl)cc1,9,-11,-1,-0.4,-2,7,13,-2,8
COc1ccccc1NS(=O)(=O)c1ccc(NC(=O)c2nc3nc(C)cc(C(F)F)n3n2)cc1,-11,-134,1,0.5,0,-3[fluorescence artefact?],11,5[fluorescence artefact?],6
Cc1cc(NC(=O)COc2ccc3oc4ccccc4c3c2)no1,-3,-11,1,1.4,9,5[fluorescence artefact?],22,5[fluorescence artefact?],3
O=C(Nc1ncnc2c1ncn2C1OC(COC(=O)c2ccccc2)C(F)C1O)c1ccccc1 (stereo not given),7,-3,2,0.2,0,5[fluorescence artefact?],-10,-4[fluorescence artefact?],20

# New compounds follow:
SMILES,TbHK1 inh,m-calpain inh,Hck-Nef inh,L929 necroptosis,Rad51 HR inh,eIF4E 4G PPI,EP2 modulator,14-3-3 Bad inh,PGE2 EP2 inh
O=C(Nc1nncs1)c1cc2c(s1)CCC2,-19,7,-7,2.1,-5,1,14,-11,6
O=[N+]([O-])c1ccccc1OCCCCN1CCCCC1,-11,6,1,-0.2,nt,-1,5,3,6
COc1ccc(Nc2nnc(-c3ccc(O)cc3)c3ccccc23)cc1C(N)=O,-16,24,21,82*,-2,-3,-13,-8,11
CC(/C=N/NC(=O)c1cc(-c2ccc3ccccc3c2)n[nH]1)=C\c1ccco1,-11,-10,17,1.6,-5,14,2,54,10
COc1cccc(Nc2ccc(C(=O)O)cc2[N+](=O)[O-])c1,-1,-4,4,1.6,10,-3,-10,0,7
COc1ccc(OC)c(NC(=O)c2cccc(C)c2[N+](=O)[O-])c1,-2,-6,20,0.0,9,1,-34,-1,9
Nc1nc2c(c(=O)[nH]1)C(c1cccc3ccccc13)C1=C(N2)c2ccccc2C1=O (stereo not given),2,-69,26,2.0,7,2,-26,4,6
CCN(CC)S(=O)(=O)c1cccc(-c2nnc(SCCCC(=O)c3ccccc3)o2)c1,12,7,0,0.0,-2,-2,33,-1,1
COc1ccccc1-n1c(SCC(=O)Nc2ccc3c(c2)OCO3)nc2c(c1=O)SCC2,-14,-332,-1,0.0,nt,-11,15,-19,nt
O=C(Cc1c(F)cccc1Cl)Nc1ccc(S(=O)(=O)NCC2CCCO2)cc1 (stereo not given),-1,15,18,-0.5,-2,1,-14,6,12
CCOc1ccc(N(CC(=O)N/N=C/c2cc([N+](=O)[O-])ccc2Cl)S(C)(=O)=O)cc1,-9,-20,13,-0.8,-6,2,-15,-1,14
O=[N+]([O-])/C(=C\Nc1ccccc1)S(=O)(=O)c1ccccc1,2,14,-2,0.0,-1,-2,8,16,12
Oc1ccccc1CN(Cc1ccco1)CC(O)COCc1ccc(Cl)cc1 (stereo not given),4,49,1,0.0,nt,-2[fluorescence artefact?],31,10[fluorescence artefact?],10
CCOC(=O)C1C(=O)OC(C)(C)C1C(C)C(=O)c1ccc(OC)cc1 (stereo not given),0,-15,-9,0.7,3,0[fluorescence artefact?],13,-5,7
c1ccc2c(c1)oc1c(N3CCN(Cc4ccc5c(c4)OCO5)CC3)ncnc12,-14,7,2,-0.2,2,-10,-48,-2,12
CSc1ccccc1C(=O)Nc1ccc(C)c(C)c1,-4,7,2,1.4,4,1,-29,12,7
CCOC(=O)C1(CC2CC2)CCN(C(=O)c2cccnc2C)CC1,-4,-21,18,2.2,-8,2,28,0,7
O=C(CSc1nc2nc3c(cc2c(=O)n1-c1ccccc1)CCCC3)Nc1cccc2ccccc12,-7,-33,5,1.5,0,-5,24,-8,3
COC(=O)CNC(=O)CNC(=O)Nc1ccccc1,3,-9,1,-0.2,-7,-4,31,-6,2
COC(=O)c1ccccc1NC(=O)CN(C1CCCCC1)S(C)(=O)=O,-1,-13,0,0.0,-12,-10,2,2,11
Cc1[nH]c(=S)[nH]c(=O)c1CCCO,-3,-16,16,20,-6,-2,16,-10,6
COc1ccc(N=C2SC(C(=O)Nc3ccc(F)cc3)CC(=O)N2C)cc1 (stereo not given),1,8,23,3.9,10,2,-79,-4,3
CN(C)CCC(=O)c1ccc(F)cc1,-8,-21,10,-0.3,13,-3,1,3,14
CCOCCCn1c(SCC(=O)NC(C)C)nc2ccccc2c1=O,-2,-36,1,-0.1,-7,-2[fluorescence artefact?],6,-8[fluorescence artefact?],5
CC(C)N1CCC(N2CCN(Cc3ccc(-c4ccccc4Cl)o3)CC2CCO)CC1 (stereo not given),6,-13,26,11,-3,3,-31,-14,11

# Further records
SMILES,TbHK1 inh,m-calpain inh,Hck-Nef inh,L929 necroptosis,Rad51 HR inh,eIF4E 4G PPI,EP2 modulator,14-3-3 Bad inh,PGE2 EP2 inh
COc1ccc(C2(NC(C)=O)CCN(C(=O)c3ccco3)CC2)cc1,4,-13,-1,0.0,nt,-4,-17,-3,nt
CC(=O)Nc1ccc(NS(=O)(=O)Cc2ccccc2)cc1,4,21,2,0.2,-2,-11[fluorescence artefact?],3,-15[fluorescence artefact?],8
CC1CC2(C)Oc3ccccc3C3OCC1(CO)C(C)C32 (stereo not given),2,-26,-6,0.3,1,-5,11,8,3
COc1ccc(C)cc1NC(=O)COCC(=O)O,-4,-42,-2,0.7,9,-2[fluorescence artefact?],26,-7,3
O=C(CCS(=O)(=O)c1ccccc1)Nc1ccc(-c2nc3ccccc3s2)c(O)c1,-7,-500,15,0.4,5,-3,-6,-4,7
Cc1ccccc1-n1c(=O)c2ccccc2n2c(=O)[nH]nc12,-13,-32,4,0.1,1,-1,14,-5,7
Cc1cc(Cl)ccc1OCC(=O)Nc1nc(-c2cccs2)cs1,16,10,1,0.0,11,1,-13,1,18
CN(Cc1ccccc1)C(=O)CN(C1CCCCC1)S(C)(=O)=O,-2,-9,1,-0.3,-4,1,22,-3,12
CSc1ccccc1NS(=O)(=O)c1ccccc1,-3,15,3,1.1,7,-3,8,-6,2
O=C(CCC1CCCN(C(=O)c2ccsc2)C1)N1CCN(c2ccccn2)CC1 (stereo not given),-5,-9,17,0.5,nt,-4,-28,-12,16
Cc1ccc(NC(=S)N2CCOCC2)c(C)c1,3,-15,-1,-0.6,-1,-2[fluorescence artefact?],30,-12[fluorescence artefact?],14
Cc1ccnc2nc(C(=O)Nc3nnc(-c4ccccc4)o3)nn12,-5,-30,23,1.4,12,9,37,2,5
CNCC(O)COc1cccc(OC)c1 (stereo not given),1,0,10,2.4,-3,-2,0,4,5
COc1ccc(-c2cc(C(=O)NCCN3CCOCC3)c3ccccc3n2)cc1,-24,i,1,0.1,0,7,-23,-4,10
CC(C)(C)C(=O)Nc1cc(S(=O)(=O)Nc2ccc(Cl)cc2)ccc1O,-10,-20,13,0.7,nt,3,-16,-1,9
Cc1nn(C)c(C)c1S(=O)(=O)N1CCCC(C(=O)NCCc2ccc(Cl)cc2)C1 (stereo not given),7,-17,-2,1.5,-9,3[fluorescence artefact?],6,5[fluorescence artefact?],13
O=C(c1ccccc1Cl)N(Cc1ccc(Cl)c(Cl)c1)N1C(=O)CCCC1=O,-8,32,-9,-1.4,nt,3,-16,4,0
CCCCS(=O)CC(COC)OC(=O)c1ccccc1 (stereo not given),1,-11,19,0.3,13,0,35,-14,10
Cc1nc2sc(C(c3cccs3)N3CCOCC3)c(O)n2n1 (stereo not given),-38,2,16,1.9,0,9,37,2,10
CC(C)(C)C1CCC(=NNC(=S)Nc2cccnc2)CC1 (stereo not given),-5,7,14,0.7,-1,2,-11,-17,13
O=c1nc2s/c(=C\c3ccco3)c(=O)n2nc1Cc1ccccc1,0,12,3,0.0,5,-6,4,-7,13
COc1ccc(CNC(=O)c2nnn(Cc3ccc(OC)cc3)c2N)cc1,-3,-12,16,2.0,-2,5,13,7[fluorescence artefact?],13
COc1ccc(Nc2nc(=O)[nH]nc2C)cc1,21,0,-10,0.0,5,-6,12,11,3
C=C(C)CCC1(C)NC(=O)N(c2ccccc2)N1 (stereo not given),9,26,9,-0.4,19,2,-22,-10,11
